ELG1 genotox: genotoxicity induction in ELG1-luciferase HEK293T cells | HEK293T ELG1-luciferase reporter, luminescence, 16 h | Potency, µM (highest dose often 46 µM), for the others: at the highest dose activity change, positive = activation, hits mostly activators | actives 1.3% (n = 330,000) | AID 504466; further: % of control where 0% means no effect; nearly all actives have a fitted effect of over 60% in size
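Luminescence read-out: rising ELG1-luciferase signal, reflecting elevated ELG1 protein under genetic stress, flags genotoxic compounds. Cells were treated for 16 hr at 37 °C before ONE-Glo detection.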
NPC1 promoter act: activators of NPC1 promoter; Huh7 NPC1 promoter luciferase reporter, 24 h; Potency, µM (doses to about 9.22 µM), for the others: at the highest dose activation, actives largely listed as activators; actives 2.4% (n = 320,000); AID 485313;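 further: % of control where 0% means no effect; nearly all actives have a fitted effect of over 60% in size; reporter is driven by a mutant NPC1 promoter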
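Stable NPC1-promoter luciferase Huh7 line; cpd (DMSO) 24 h, 37 °C, 5% CO2; Amplite luciferase reagent 10 min RT; luminescence readout. qHTS format.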
Rab9 prom act: Rab9 promoter activation | Huh7 Rab9 promoter-luciferase reporter, luminescence, 24 h | Potency, µM (series often up to 9.22 µM), without a hit: at the top dose activation, negative = inhibition, usual class: activators | actives 2.8% (n = 320,000) | AID 485297; further: % of control where 0% means no effect; nearly all actives have a fitted effect of over 60% in size
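Huh7 cells stably carrying a Rab9 promoter-luciferase reporter, 1500 cells per well in OP-MEM I with 10% FBS, treated with compound 24 hours at 37C. Luciferase activity read by luminescence after 10 minutes with Amplite reagent.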
FLuc counter: counter-screen for miR-21 project: firefly luciferase inhibitors or activators | Potency, µM (series often up to 57.5 µM), for inactives: top-dose activity change, negative = inhibition, hits mostly inhibitors | actives 6.9% (n = 360,000) | purified FLuc, Km substrates, luminescence inhibition;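 further: plate controls were vehicle for no effect and reference inhibitor for full effect; nearly all actives have a fitted effect of over 55% in size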
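Purified P. pyralis luciferase (10nM final) with 10uM D-luciferin and 10uM ATP (Km levels) in 50mM Tris acetate pH 7.5, 10mM Mg acetate, 0.01% Tween-20, 0.05% BSA; qHTS 6-point titration, ~60 µM downward; luminescence read.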
BRCA1 expr act: activators of BRCA1 expression; MCF7-BRCA1-FFLuc reporter, luminescence, 48 h; response scale: scaled: vehicle 0%, 10 µM genistein 100%; Potency, µM (titrated, usually from 46.1 µM), without a hit: at the top dose activation, usual class: activators; actives 1.1% (n = 380,000); AID 624202; further: nearly all actives have a fitted effect of over 80% in size; some results filed as inactive show a strong effect at the top dose
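Activators of BRCA1 expression were detected as increased firefly luciferase luminescence in engineered MCF7 cells after 48 h compound incubation. Signals were scaled to genistein 10 microM as full activation.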
VP16 counter: inhibits Gal4-VP16 luciferase reporter, ROR gamma counter-screen; AID 2546; actives 3.5% (n = 310,000); Drosophila S2 Gal4-VP16 UAS-luciferase, luminescence, 20 h; Potency, µM (series often up to 53.6 µM), without a hit: at the top dose activity, negative = inhibition, usual class: inhibitors;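 further: Gal4-VP16 expression switched on by copper sulfate through the metallothionein promoter; on the % scale 0 is the no-effect control and ±100 the full control effect; nearly all actives have a fitted effect of over 50% in size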
RORg inh: blocks mouse ROR gamma transcriptional activity | actives 5.4% (n = 310,000) | Drosophila S2 Gal4-RORgamma UAS-luciferase reporter, 20 h | P51450 | Potency, µM (series often up to 53.6 µM), for inactives: at the top dose activity change, negative = inhibition, actives largely listed as inhibitors; further: on the % scale 0 is the no-effect control and ±100 the full control effect; nearly all actives have a fitted effect of over 60% in size
Target sequence (P51450 whole entry, looked up, the tested form may be a part): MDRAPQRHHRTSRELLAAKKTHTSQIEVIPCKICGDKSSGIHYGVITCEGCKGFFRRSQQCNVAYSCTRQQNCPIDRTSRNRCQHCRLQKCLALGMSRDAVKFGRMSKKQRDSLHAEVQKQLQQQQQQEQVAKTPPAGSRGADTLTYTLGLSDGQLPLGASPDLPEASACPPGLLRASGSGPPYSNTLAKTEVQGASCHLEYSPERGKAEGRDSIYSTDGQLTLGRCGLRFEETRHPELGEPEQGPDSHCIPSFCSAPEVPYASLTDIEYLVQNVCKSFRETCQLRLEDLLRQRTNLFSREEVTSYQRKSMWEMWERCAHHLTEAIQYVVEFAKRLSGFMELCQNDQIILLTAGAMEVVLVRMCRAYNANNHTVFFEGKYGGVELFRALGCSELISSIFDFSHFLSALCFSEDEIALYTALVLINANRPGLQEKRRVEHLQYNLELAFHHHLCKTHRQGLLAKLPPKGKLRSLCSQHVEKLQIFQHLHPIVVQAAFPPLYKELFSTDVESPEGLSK
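Compounds are pin-transferred onto Drosophila Schneider cells expressing a copper-inducible Gal4–ROR gamma transactivation domain fusion. After 1 hr, copper sulfate is added to 700 uM final; luciferase is read 20 hr later.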
CXXC DNA block: inhibitors of human MLL CXXC domain-DNA interaction. Q03164. MLL-CXXC / FITC-HOXA9 DNA fluorescence polarization. Potency, µM (highest dose often 115 µM), for inactives: top-dose activity change, negative = inhibition, actives largely listed as inhibitors. actives 0.037% (n = 290,000). AID 2662; active means well fitted inhibition curve with a large enough effect in the polarisation, with a control signal flat, not every such curve was filed as active; inconclusive means small, poorly fitted or top-dose-only effect, or effect the other way, or a change in a side signal; inactive means no such curve, though single readings can be large or run the other way; the % refers to the polarisation
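Fluorescence polarization: 7 uM MLL-CXXC (stock) preincubated 5 min with compounds, then 50 nM fluorescein-HOX-A9 DNA (stock) added; 30 min ambient. Buffer 50 mM Tris-HCl pH 7.5, 50 mM NaCl, 1 mM DTT, 0.05% BSA.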
MBNL1 CUG block: inhibitors of human MBNL1 binding to CUG repeat RNA. TR-FRET MBNL1-His/biotin-(CUG)12 binding, 665/545 ratio. Potency, µM (titrated, usually from 57.5 µM), inactives show at the top dose activity change, negative = inhibition, hits mostly inhibitors. actives 0.036% (n = 280,000); active means well fitted inhibition curve with a large enough effect in the signal ratio, with a control signal flat, not every such curve was filed as active; inconclusive means small, poorly fitted or top-dose-only effect, or effect the other way, or a change in a side signal; inactive means no such curve, though single readings can be large or run the other way; the % refers to the signal ratio; further: on the % scale 0 is the no-effect control and ±100 the full control effect
Target sequence (Q9NR56 whole entry, looked up): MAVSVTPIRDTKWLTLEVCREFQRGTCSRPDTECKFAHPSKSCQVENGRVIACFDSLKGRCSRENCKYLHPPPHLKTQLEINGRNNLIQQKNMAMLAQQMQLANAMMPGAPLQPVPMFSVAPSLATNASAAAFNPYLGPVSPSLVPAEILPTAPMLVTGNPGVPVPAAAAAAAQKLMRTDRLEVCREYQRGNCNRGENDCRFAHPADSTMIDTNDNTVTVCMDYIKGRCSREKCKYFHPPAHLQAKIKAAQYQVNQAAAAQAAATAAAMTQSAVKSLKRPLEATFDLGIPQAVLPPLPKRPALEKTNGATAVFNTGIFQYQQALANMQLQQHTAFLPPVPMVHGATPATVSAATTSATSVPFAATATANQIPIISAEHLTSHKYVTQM
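Inhibition of protein-RNA binding appears as loss of TR-FRET between terbium anti-His antibody on MBNL1-His and streptavidin-XL665 on biotin-(CUG)12. Activity is normalized to buffer-only and uninhibited-complex controls.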
p53 reactivator: re-activators of mutant p53; H1299 p53-A138V BP100-luciferase reporter, luminescence, 24 h; Potency, µM (highest dose often 92.2 µM), inactives show at the highest dose activity change, positive = activation, usual class: activators; actives 0.063% (n = 320,000); further: % of control where 0% means no effect; nearly all actives have a fitted effect of over 45% in size
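H1299 (p53-null), stable ts p53-A138V + BP100-Luc; 1000 cells/well, Opti-MEM/10% FBS; cpd 4 pt, 1:5; 24 h, 37 deg C, 5% CO2; detection reagent 10 min RT; luminescence.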
uPA generation: cell surface uPA generation inhibition. cell surface uPA generation assay, qHTS. Potency, µM (top dose mostly 38.3 µM), for the others: at the top dose activity change, negative = inhibition, hits mostly inhibitors. actives 0.31% (n = 330,000). AID 540303; active means well fitted inhibition curve with a large enough effect; inconclusive means small, poorly fitted or top-dose-only effect; inactive means no such curve, though single readings can be large or run the other way; tested in mouse RAW 264.7 cells; further: on the % scale 0 is the no-effect control and ±100 the full control effect; nearly all actives have a fitted effect of over 55% in size
* = called active by the depositor; [ ] = remark or other dose. Unless noted, the call rests on the fitted dose curve; in most records, active means well fitted curve in the direction sought with a large enough effect; inconclusive means small, poorly fitted or top-dose-only effect, or another doubt; inactive means no such curve, though single readings can be large; an effect the other way counts as inactive or inconclusive. Potency means the concentration at half of the fitted maximal effect. Only part of the results is shown; the hit share may differ from the screen's.

For CCOC(=O)c1ccc(Nc2cc(C)nc(-c3ccccc3O)n2)cc1 the results were ELG1 genotox -1%, NPC1 promoter act -6%, Rab9 prom act -3%, FLuc counter 4%, BRCA1 expr act -49%, VP16 counter -26%, RORg inh -4%, CXXC DNA block 9%, MBNL1 CUG block inconclusive, p53 reactivator 0% and uPA generation 0%.
Screening COc1ccc(Cl)cc1NC(=O)C1CCN(C(=O)C2CC(=O)N(c3ccc(C)cc3)C2)CC1 (configuration not stated) returned ELG1 genotox 9%, NPC1 promoter act -3%, Rab9 prom act 8%, FLuc counter 1%, BRCA1 expr act 0%, VP16 counter 6%, RORg inh 27%, CXXC DNA block -2%, MBNL1 CUG block -3%, p53 reactivator -12% and uPA generation 2%.
For COc1ccc(-n2c(Cc3ccccc3)nnc2SCc2ccc([N+](=O)[O-])cc2)cc1 the results were ELG1 genotox -4%, NPC1 promoter act -1%, Rab9 prom act -1%, FLuc counter 3%, BRCA1 expr act -32%, VP16 counter -8%, RORg inh 43%, CXXC DNA block -2%, MBNL1 CUG block inconclusive, p53 reactivator 1% and uPA generation 14%.
For COc1ccc(OC)c(N2C(N)=C(C#N)C(c3ccc(OC)c(O)c3)C3=C2CC(C)(C)CC3=O)c1 (configuration not stated) the results were ELG1 genotox 2%, NPC1 promoter act -1%, Rab9 prom act -3%, FLuc counter -1%, BRCA1 expr act -4%, VP16 counter 2%, RORg inh 6%, CXXC DNA block -8%, MBNL1 CUG block -4%, p53 reactivator -2% and uPA generation -1%.
Screening CC1CC(=O)Nc2ccccc2N1S(=O)(=O)c1ccc(F)cc1F (configuration not stated) returned ELG1 genotox -1%, NPC1 promoter act -4%, Rab9 prom act 4%, FLuc counter 0%, BRCA1 expr act -5%, VP16 counter 0%, RORg inh 10%, CXXC DNA block 0%, MBNL1 CUG block 0%, p53 reactivator 0% and uPA generation 2%.
Screening COc1ccc(N(CC(=O)N2CCN(c3ccc(Cl)cc3)CC2)S(=O)(=O)c2c(C)noc2C)cc1 returned ELG1 genotox -12%, NPC1 promoter act -3%, Rab9 prom act 0%, FLuc counter 1%, BRCA1 expr act -29%, VP16 counter -1%, RORg inh 10%, CXXC DNA block 1%, MBNL1 CUG block 5%, p53 reactivator -5% and uPA generation inconclusive.
CC(=O)c1cccc(NC(=O)C2CCN(S(=O)(=O)c3c(C)n[nH]c3C)CC2)c1 was read as ELG1 genotox -3%, NPC1 promoter act -1%, Rab9 prom act 0%, FLuc counter 3%, BRCA1 expr act 2%, VP16 counter 1%, RORg inh 26%, CXXC DNA block -6%, MBNL1 CUG block -6%, p53 reactivator -7% and uPA generation 0%.
`CCOc1ccc(C2C=C(c3ccccc3)Nc3ncnn32)cc1` (configuration not stated) gave ELG1 genotox -5%, NPC1 promoter act 2%, Rab9 prom act 2%, FLuc counter -10%, VP16 counter 7%, RORg inh -26%, CXXC DNA block 56%[activator], MBNL1 CUG block inconclusive and p53 reactivator -24%.
For CCOc1ccccc1NC(=O)C1CCCN1S(=O)(=O)c1ccccc1C(F)(F)F (configuration not stated) the results were ELG1 genotox -8%, NPC1 promoter act 0%, Rab9 prom act 0%, FLuc counter 3%, BRCA1 expr act -17%, p53 reactivator -7% and uPA generation 11%.
COc1ccc(OCCSc2nnc(-c3cccnc3)n2N)cc1 was read as ELG1 genotox 1%, NPC1 promoter act -2%, Rab9 prom act 3%, FLuc counter 3%, BRCA1 expr act -1%, VP16 counter -7%, RORg inh -2%, CXXC DNA block 1%, MBNL1 CUG block 17%, p53 reactivator -4% and uPA generation 6%.
`Cc1ccc(C(c2sc3nc(C)nn3c2O)N2CCN(CCO)CC2)cc1` (configuration not stated) gave ELG1 genotox 0%, NPC1 promoter act -1%, Rab9 prom act -8%, FLuc counter 2%, BRCA1 expr act 22%, VP16 counter -3%, RORg inh -2%, CXXC DNA block -8%, MBNL1 CUG block -9%, p53 reactivator -2% and uPA generation -6%.
CSc1nsc(SCC(=O)Nc2ccc(OC(C)=O)cc2)n1 was read as ELG1 genotox inconclusive, NPC1 promoter act 21%, Rab9 prom act inconclusive, FLuc counter inconclusive, BRCA1 expr act 61%, VP16 counter 1%, RORg inh 26%, CXXC DNA block 3%, MBNL1 CUG block -4%, p53 reactivator 2% and uPA generation 4%.
Screening NNc1nc2sc3c(c2c(=O)n1C1CCCCC1)CCN(Cc1ccccc1)C3 returned ELG1 genotox -14%, NPC1 promoter act -1%, Rab9 prom act -13%, FLuc counter -3%, BRCA1 expr act 1%, VP16 counter -10%, RORg inh -12%, CXXC DNA block 4%, MBNL1 CUG block 4%, p53 reactivator -5% and uPA generation -1%.
Screening CCC(C)NCCCOc1ccc(Cl)cc1C(C)(C)C (configuration not stated) returned ELG1 genotox 0%, NPC1 promoter act -5%, Rab9 prom act 2%, FLuc counter -1%, BRCA1 expr act -9%, VP16 counter -2%, RORg inh -18%, CXXC DNA block 1%, MBNL1 CUG block -7%, p53 reactivator 4% and uPA generation -3%.
For COC(=O)CCC(=O)NC(=S)Nc1sc(C)c(C)c1C(N)=O the results were ELG1 genotox 18%, NPC1 promoter act -12%, Rab9 prom act -26%, FLuc counter 4%, BRCA1 expr act -72%, VP16 counter -1%, RORg inh 29%, CXXC DNA block 17%, p53 reactivator 3% and uPA generation -9%.
Screening CC(=O)N/C(=C\c1ccccc1)C(=O)OCCCOC(=O)/C(=C/c1ccccc1)NC(C)=O returned ELG1 genotox -2%, NPC1 promoter act -1%, Rab9 prom act -6%, FLuc counter -3%, BRCA1 expr act 32%, VP16 counter -5%, RORg inh 19%, CXXC DNA block 15%, MBNL1 CUG block 19%, p53 reactivator -10% and uPA generation 2%.
CCc1cc(C(=O)N/N=C/c2ccc(O)cc2O)c2ccccc2n1 was read as ELG1 genotox 9%, NPC1 promoter act -32%[inhibitor], Rab9 prom act -22%, FLuc counter -9%, BRCA1 expr act -48%, VP16 counter inconclusive, RORg inh 11µM*, CXXC DNA block -24%, MBNL1 CUG block 2%, p53 reactivator inconclusive and uPA generation -18%.
Screening Cc1ccccc1-c1noc(-c2ccccc2C(=O)N2CCCC2)n1 returned ELG1 genotox -2%, NPC1 promoter act -4%, Rab9 prom act -2%, FLuc counter 3%, BRCA1 expr act -31%, VP16 counter 2%, RORg inh 15%, CXXC DNA block -2%, MBNL1 CUG block 5%, p53 reactivator 0% and uPA generation 2%.
`CC1CN(c2ccc(S(=O)(=O)N3CCCC3)cn2)CC(C)O1` (configuration not stated) gave ELG1 genotox 4%, NPC1 promoter act 2%, Rab9 prom act -3%, FLuc counter 3%, BRCA1 expr act 8%, VP16 counter -9%, RORg inh 12%, CXXC DNA block 7%, MBNL1 CUG block -9%, p53 reactivator -2% and uPA generation 0%.
O=C(O)C1CC=CCC1C(=O)NCc1ccccc1 (configuration not stated) was read as ELG1 genotox 2%, NPC1 promoter act -2%, Rab9 prom act 0%, FLuc counter 1%, BRCA1 expr act 6%, VP16 counter -4%, RORg inh 0%, CXXC DNA block -1%, MBNL1 CUG block -6%, p53 reactivator 3% and uPA generation -8%.
CCc1ccccc1NC1c2ccccc2C(=O)N1Cc1ccco1 (configuration not stated) was read as ELG1 genotox 4%, NPC1 promoter act 1%, Rab9 prom act 0%, FLuc counter 0%, BRCA1 expr act -14%, VP16 counter 16%, RORg inh inconclusive, CXXC DNA block 4%, MBNL1 CUG block 3%, p53 reactivator -4% and uPA generation -5%.

No new results follow: an excerpt of the list.
O=C(O)C1CC=CCC1C(=O)NCc1ccccc1 (configuration not stated) was read as ELG1 genotox 2%, NPC1 promoter act -2%, Rab9 prom act 0%, FLuc counter 1%, BRCA1 expr act 6%, VP16 counter -4%, RORg inh 0%, CXXC DNA block -1%, MBNL1 CUG block -6%, p53 reactivator 3% and uPA generation -8%.
CCc1ccccc1NC1c2ccccc2C(=O)N1Cc1ccco1 (configuration not stated) was read as ELG1 genotox 4%, NPC1 promoter act 1%, Rab9 prom act 0%, FLuc counter 0%, BRCA1 expr act -14%, VP16 counter 16%, RORg inh inconclusive, CXXC DNA block 4%, MBNL1 CUG block 3%, p53 reactivator -4% and uPA generation -5%.
